Screens as filed in PubChem.
influenza NS1A: H1N1 influenza NS1A inhibitors, functional cell based assay (AID 504329) | NS1A functional cell-based assay, percent inhibition; higher % means a stronger effect | 0.3% of 340,000 active | one-dose inhibition, % at 12.5 µM; IC50 in µM for titrated hits; in the data active means a potency from the dose series; inconclusive means inhibition above about 27% without an active follow-up result; further: strong numbers were not always called active
M. tuberculosis: growth inhibition of non-replicating M. tuberculosis (AID 488890); Mycobacterium tuberculosis non-replicating, growth inhibition; higher % means a stronger effect; inhibition, % at 25 µM, or IC50 in µM where a hit was titrated; 0.39% of 320,000 active; in the data active means a potency from the dose series; inconclusive means inhibition mostly from about 82% at the one dose, without a potency; inactive means the rest, 99 in 100 with inhibition below about 76%;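 further: plate controls were DMSO cells for no effect and high antibiotic wells for full effect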
H37Rv inhibition: M. tuberculosis growth inhibition, HTS (AID 449762). inhibition, % at 25 µM, or IC50 in µM where a hit was titrated. M. tuberculosis H37Rv growth inhibition, 7H9 media; higher % means a stronger effect. 0.59% of 330,000 active; in the data active means a potency from the dose series; inconclusive means inhibition above about 70% without an active follow-up result;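 further: bacterial growth assessed after seven days of incubation; strong numbers were not always called active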
Salmonella PhoP GFP: Inhibition of PhoP regulon, Salmonella typhi GFP reporter cells, confirmation, 4 h (AID 1850). 0.33% of 310,000 active. Salmonella Typhi PhoP-promoter GFP reporter, fluorescence, 4 h; higher % means a stronger effect. inhibition, % at 50 µM, or IC50 in µM where a hit was titrated; in the data active means a potency from the dose series; inconclusive means inhibition mostly from about 25% at the one dose, without a potency; inactive means the rest, 99 in 100 with inhibition below about 19%;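 further: 0% = induced wells with vehicle and 100% = uninduced wells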
VEEV TC-83 Vero: inhibitors of VEEV TC-83 cytopathic effect, confirmation, Vero cells (AID 588727); Vero cells, VEEV TC-83 cytopathic effect inhibition; higher % means a stronger effect; one-dose inhibition, % at 20 µM; IC50 in µM for titrated hits; 0.13% of 350,000 active; in the data active means a potency from the dose series; inconclusive means inhibition mostly from about 14% at the one dose, without a potency; inactive means the rest, 99 in 100 with inhibition below about 12%; further: strong numbers were not always called active
VEEV TC-83 Vero 10K pilot screen: also measured in VEEV TC-83 Vero; calls as there; inhibition, %; measured here: 10K pilot screen inhibition
Active calls of the source: *; i = inactive; ? = inconclusive; . = no result given.

SMILES | influenza NS1A | M. tuberculosis | H37Rv inhibition | Salmonella PhoP GFP | VEEV TC-83 Vero | others
O=C(COC(=O)Cc1ccccc1[N+](=O)[O-])NNC(=O)c1ccc([N+](=O)[O-])cc1 | -14% | 1% | -2% | . | 1.1%
Cc1ccc(C(=O)N/N=C/c2c(O)ccc3ccccc23)cn1 | -8% | -8% | 1% | -2% | ?
CCCC1CCC(c2ccc(/C(N)=N/O)cc2)CC1 (configuration not stated) | 2% | 70% | 1% | -6% | 3.6%
CCOC(=O)C1=C(C)NC(=O)NC1c1c(O)ccc2ccccc12 (configuration not stated) | 32% | . | 2% | . | 1.1%
C[C@H](NC(=O)OC(C)(C)C)C(=O)N/N=C/c1ccc2nccnc2c1 | . | -1% | 3% | -4% | 0.1%
Cc1ccc(CSCCNS(=O)(=O)c2ccc(C)cc2)cc1 | -6% | 35% | 8% | -7% | 1.3%
CCOC(=O)N1CCC(NC(=O)CN2C(=O)COc3ccc(C(C)(C)C)cc32)CC1 | -4% | 23% | 9% | -5% | 0.3%
COc1cccc(CN(C(=O)COc2ccc(Cl)cc2)C2CCS(=O)(=O)C2)c1 (configuration not stated) | 3% | -10% | -1% | -4% | i
O=C(NC1(C(=O)O)CCCC1)C(Cl)Cl | -18% | . | . | . | 0.9%
CS(=O)(=O)N(CC(=O)N1CCN(Cc2ccccc2)CC1)Cc1ccccc1 | -1% | 6% | 3% | 14% | 1.5%
CCOC(=O)c1c(C)[nH]c(C(=O)NCC(c2ccco2)N2CCCCC2)c1C (configuration not stated) | -1% | -15% | 2% | . | i
COc1ccc(Cn2c(=O)[nH]c3cc(C(=O)NCCc4ccc(S(N)(=O)=O)cc4)ccc3c2=O)cc1 | -9% | -8% | 2% | -20% | 1.5%
O=S(=O)(c1ccc(Br)cc1)N1CCn2c(nc3ccccc32)C1 | 2% | -7% | -9% | 4% | 0.9% | VEEV TC-83 Vero 10K pilot screen=0.9
COc1ccc2c(OC)cc(-c3ccccc3)nc2c1 | -1% | 14% | -3% | 1% | 1.1%
CC(C)n1ncc2c(C(=O)NCCOc3ccccc3F)cc(C3CC3)nc21 | -18% | 32% | 6% | . | 9.9%
Cc1cc(NC(=O)c2cccc(Cl)c2)n[nH]1 | -8% | 7% | 4% | 2% | 0.6%
COc1ccc2[nH]c3c(c2c1)CCN1C(=O)C(CC(=O)NCCC2=CCCCC2)C[C@H](C(=O)N2CCCCC2)[C@@]31C (some centres not stated) | 1% | . | . | . | 0.7%
CSCCC(NC(=O)c1ccco1)C(=O)OCC(=O)N1c2ccccc2NC(=O)C1(C)C (configuration not stated) | -6% | -14% | -2% | . | 1.3%
Oc1c(C(c2cccs2)N2CCN(c3ccc(F)cc3)CC2)sc2ncnn12 (configuration not stated) | 0% | -5% | 5% | -10% | 1.6%
CCN(C(=O)COC(=O)/C=C/c1ccc(C)o1)c1c(N)n(Cc2ccccc2)c(=O)[nH]c1=O | 2% | . | . | . | 2.0%

Gathered by group: those above with a furan ring, fused or not (3)
SMILES | influenza NS1A | M. tuberculosis | H37Rv inhibition | Salmonella PhoP GFP | VEEV TC-83 Vero | others
CCOC(=O)c1c(C)[nH]c(C(=O)NCC(c2ccco2)N2CCCCC2)c1C (configuration not stated) | -1% | -15% | 2% | . | i
CSCCC(NC(=O)c1ccco1)C(=O)OCC(=O)N1c2ccccc2NC(=O)C1(C)C (configuration not stated) | -6% | -14% | -2% | . | 1.3%
CCN(C(=O)COC(=O)/C=C/c1ccc(C)o1)c1c(N)n(Cc2ccccc2)c(=O)[nH]c1=O | 2% | . | . | . | 2.0%

(further entries)
SMILES | influenza NS1A | M. tuberculosis | H37Rv inhibition | Salmonella PhoP GFP | VEEV TC-83 Vero | others
Nc1[nH]n2c(=O)c3c(nc2c1N=Nc1ccccc1)CCCC3 | -18% | 67% | ? | 6% | 10%
N#Cc1ccc(Cl)cc1NC(=O)COC(=O)[C@H](CCC(N)=O)NC(=O)c1ccc(F)cc1 | -2% | 21% | 3% | 1% | i
O=C(COC(=O)C1=NN(c2ccccc2)C(=O)CC1)NCc1ccccc1Cl | -16% | -3% | 0% | . | 1.2%
Cc1ccccc1Cn1nnc(C(=O)Nc2ccc3c(c2)OCCO3)c1N | -2% | 12% | 42% | 3% | 6.8%
S=c1[nH]nc(-c2cccnc2)n1/N=C/C=C/c1ccccc1 | 5% | -35% | -3% | 3% | 0.1%
O=C(O)CCCCCN1C(=O)/C(=C\c2ccncc2)SC1=S | -3% | i | 3% | -7% | 11%
COc1cccc(Nc2c3c(nc4c(-c5ccccc5)c(C)nn24)CCC3)c1 | -7% | 46% | ? | -2% | 7.4%
CSc1nnc(Cc2cc(=O)[nH]c(=O)[nH]2)n1-c1cccc(C)c1 | 1% | 7% | 5% | 0% | 1.0%
COc1ccc(OC)c(NC(=O)COC(=O)/C=C/c2ccccc2Cl)c1 | -8% | 3% | 5% | -2% | 0.5%
O=C(CCNS(=O)(=O)c1ccc(OC(F)(F)F)cc1)N1CCCC1 | -10% | . | . | . | 5.9%
O=C1c2ccccc2C(Nc2ccccc2F)N1c1cccnc1 (configuration not stated) | 19% | 31% | -2% | 1% | 1.1%
CC(C)(C)OC(=O)C[C@H]1C/C=C\C[C@@H](CC(=O)N(CCO)Cc2ccccc2)C(=O)NC[C@@H](c2ccccc2)OC1=O | -7% | 41% | 5% | . | 3.7%
COC(=O)c1cc(S(=O)(=O)Nc2nn(C)c3cccc(F)c23)oc1C | -2% | -4% | -6% | -22% | 0.6%
COC(=O)c1c(N2C(=O)CC(Sc3ncccc3C(=O)O)C2=O)sc(C)c1C (configuration not stated) | -9% | 25% | 0% | 9% | 1.6%
CN(CC(=O)Nc1ccc(N2CCOCC2)cc1)C(=O)c1cc2c(s1)CCCC2 | 0% | 15% | -2% | . | 0.8%
CCNc1nc(NCC)n2c(SCC(=O)Nc3ccccc3)nnc2n1 | -3% | 8% | 4% | -20% | 1.9%
Cc1cc2cc(CNS(=O)(=O)c3ccccc3)ccc2n1C | 17% | ? | 69% | 1% | 9.2%
Fc1ccc2cnc(-c3ccccc3)c(-c3cccc(C(F)(F)F)c3)c2c1 | 12% | 57% | 19% | . | i
Cc1ccc(Cl)c2sc(NC(=O)C3CC3)nc12 | 25% | 21% | -2% | -1% | 2.3%
NC(=O)COc1c(-c2ccc(Br)o2)oc2ccccc2c1=O | -4% | . | -2% | -9% | 1.1%
CCOC(=O)CNC(=S)N(Cc1ccccc1)Cc1cccs1 | 8% | -1% | 3% | -11% | i
Cc1ccccc1Cn1c(CN2CCc3ccccc3C2)nc2c1c(=O)n(C)c(=O)n2C | -1% | 62% | -2% | 0% | 3.1%
OCCNCCNCc1ccc(-c2ccccc2)cc1 | . | 37% | 0% | 3% | .
CN(C)C(C)(C)/C=C/C(O)(c1ccccc1)c1ccccc1 | -18% | -5% | -4% | 2% | 1.8%
O=C(CCn1cnc2ccccc21)N/N=C/c1ccccc1O | -4% | -9% | 5% | 6% | 11%
COc1cc(/C=N/NC(=O)CNc2n[nH]c(=O)[nH]c2=O)ccc1OCc1ccccc1 | 0% | 9% | 2% | -11% | 3.4%
COC(=O)CC(=O)CSc1nc(C)cc(C)c1C#N | 8% | 45% | -8% | -4% | 0.5% | VEEV TC-83 Vero 10K pilot screen=2.6
COc1ccc(N2CCN(C(=O)C3CCCN(S(=O)(=O)c4cccc5cccnc45)C3)CC2)cc1 (configuration not stated) | -2% | 27% | -2% | -9% | 2.6%
O=C(NC(=S)NNC(=O)c1ccco1)c1ccc(Br)cc1 | 1% | ? | ? | 88µM* | 1.0%
COc1cc(C(=S)N2CCOCC2)cc(OC)c1OC(=O)c1ccc(F)cc1 | 1% | 2% | -3% | 0% | i
COCCCNC(=O)COc1cc2c(c3oc(=O)c(C)c(C)c13)CCC(C)(C)O2 | -17% | -3% | 3% | 11% | i
C=CCOC(=O)C1=C[C@H](c2ccc(Br)cc2)C[C@H](OCCCCO)O1 | -1% | 24% | 6% | -2% | i
O=C1CCN2C=Nc3cccc4ccc1c2c34 | -20% | 2% | -2% | -34% | 3.3%
COc1ccc(OCC(=O)N2CCN(S(=O)(=O)c3ccc(Cl)cc3)CC2)cc1 | 7% | 11% | 1% | 4% | 1.9%
CC(C)CC(=O)Nc1nnc(CCc2ccccc2)s1 | -3% | 75% | 2% | -7% | 0.9%
Cc1ccccc1CSc1ccc(S(=O)(=O)N2CCCC2)cn1 | -11% | 33% | 2% | . | 3.1%
Cc1cccc(C)c1-n1c(SCC(=O)NCc2ccco2)nc2ccccc2c1=O | -1% | -15% | 2% | 20% | 7.1%
Cc1ccnc(SC2CC(=O)N(c3ccc(Cl)cc3)C2=O)n1 (configuration not stated) | 8% | ? | 4% | 0% | 0.8%
COc1ccc(CCNC(=O)CCCCCNc2nc(=S)[nH]c3ccccc23)cc1OC | -6% | 4% | -1% | 11% | 9.6%
Cc1nc2ccccc2c(C)c1CC(=O)N(C)CC(=O)Nc1cccc(F)c1 | 0% | 47% | -1% | -2% | 8.6%
COc1cc(C(c2c(C)[nH][nH]c2=O)c2c(C)[nH][nH]c2=O)ccc1OS(=O)(=O)c1ccc(C)cc1 | 11% | 10% | 4% | -14% | 3.1%
COc1ccc(NC(=O)CN(C)C(=O)C2=NN(c3ccccc3)C(=O)CC2)cc1 | -12% | 8% | -6% | . | i
Cn1c(=O)c(C(=O)CN2CCCCC2)c(N)n(Cc2ccccc2)c1=O | -5% | -7% | -4% | 5% | 0.5%
O=C(NCc1cccnc1)c1cccc(NC(=O)c2ccco2)c1 | 1% | 13% | 9% | -4% | 0.5%
CC(=O)Nc1ccc(C(=O)OCC(=O)NCc2ccc3c(c2)OCO3)cc1 | 6% | 2% | 5% | . | 0.1%
CC1(C)CCc2cc(CN3CCN(c4ccccn4)CC3)ccc2O1 | 22% | -10% | 4% | 7% | 0.1%
O=c1ccc2cc(S(=O)(=O)N3CCN(c4ccccc4)CC3)ccc2[nH]1 | 0% | 5% | 2% | 9% | 1.4% | VEEV TC-83 Vero 10K pilot screen=0.4
C/C(=N/NS(=O)(=O)c1ccc(Cl)cc1)c1ccncc1 | -4% | 14% | 5% | -1% | 1.3%
COc1ccc(S(=O)(=O)NCc2cccnc2)cc1NC(=O)c1ccc(Cl)cc1 | -9% | 0% | 16% | 21% | 10%
COc1cccc(CNC(=O)CNC(=O)N2CC(=O)Nc3ccccc32)c1 | 9% | 0% | -1% | -2% | i

For convenience, part of the list above:
SMILES | influenza NS1A | M. tuberculosis | H37Rv inhibition | Salmonella PhoP GFP | VEEV TC-83 Vero | others
Cc1nc2ccccc2c(C)c1CC(=O)N(C)CC(=O)Nc1cccc(F)c1 | 0% | 47% | -1% | -2% | 8.6%
COc1cc(C(c2c(C)[nH][nH]c2=O)c2c(C)[nH][nH]c2=O)ccc1OS(=O)(=O)c1ccc(C)cc1 | 11% | 10% | 4% | -14% | 3.1%

The results go on:
SMILES | influenza NS1A | M. tuberculosis | H37Rv inhibition | Salmonella PhoP GFP | VEEV TC-83 Vero | others
O=C(/C=C/c1cccs1)c1ccc(Br)cc1 | 11% | ? | ? | -6% | 11%
Cc1cc(C(=O)OCC(=O)NCc2ccc(Cl)cc2Cl)c(C)o1 | -8% | 6% | 5% | . | 0.9%
Cc1cccc(C(=O)N/N=C/c2ccc(OCC(=O)N3CCCCC3)cc2)c1 | 5% | 5% | -3% | -5% | 0.6%
COc1ccc(C(=O)Nc2ccc(N3CCOCC3)cc2)cc1S(=O)(=O)N1CCOCC1 | -1% | . | . | . | 5.4%
Cc1cc(C)cc(NC(=O)c2nnn(Cc3cc(C)ccc3C)c2N)c1 | 3% | 59% | 2% | 6% | 8.8%
FC(F)(F)c1cccc(NC(=S)N2CCN(c3ccccn3)CC2)c1 | -4% | -12% | 5% | -6% | 0.2%
O=C1CC(c2ccccc2)CC(O)=C1C=NCCN1CCN(Cc2ccccc2)CC1 (configuration not stated) | 10% | 15% | 1% | 11% | i
CC(C(c1cccs1)c1c(N)n(C)c(=O)n(C)c1=O)[N+](=O)[O-] (configuration not stated) | 1% | -8% | -8% | 4% | 5.6%
Cc1c(-c2nc(N)nc(Nc3ccccc3)n2)oc2ccccc12 | 8% | 7% | 56% | 3% | 9.4%
NNC(=O)CSc1c(-c2cccs2)[nH]c2ccccc12 | 3% | 1% | -8% | 9% | 2.0%
O=C1c2cccc(NCCCNCCO)c2C(=O)c2cccc(NCCCNCCO)c21 | 10µM* | . | . | . | 5.2%
CCCCN(C(=O)c1cccc(S(=O)(=O)N2CCCC2)c1)c1c(N)n(CCC)c(=O)[nH]c1=O | -2% | -7% | -9% | . | 0.6%
CCC(C)(C(=O)NC1CCCCC1)N(CC1CCCO1)C(=O)Cc1cccs1 (configuration not stated) | 6% | 5% | 3% | -23% | i
O=C1C=C(c2cccc3c2sc2ccccc23)C[C@@H](c2ccc(F)cc2)C1 | 9% | 3% | -9% | . | 0.7%
